# EPAC2 agonist = activates human EPAC2 exchange factor; EPAC2 activation, biochemical qHTS; response scale: 100% = 6.5 mM cAMP response; Potency, µM (titrated, usually from 154 µM), inactives show top-dose activation, actives largely listed as activators; AID 720711; actives 0.079% (n = 360,000); note: potency is the fitted concentration of half-maximal effect; nearly all actives have a fitted effect of over 50% in size
# Target sequence (Q8WZA2 whole entry, looked up): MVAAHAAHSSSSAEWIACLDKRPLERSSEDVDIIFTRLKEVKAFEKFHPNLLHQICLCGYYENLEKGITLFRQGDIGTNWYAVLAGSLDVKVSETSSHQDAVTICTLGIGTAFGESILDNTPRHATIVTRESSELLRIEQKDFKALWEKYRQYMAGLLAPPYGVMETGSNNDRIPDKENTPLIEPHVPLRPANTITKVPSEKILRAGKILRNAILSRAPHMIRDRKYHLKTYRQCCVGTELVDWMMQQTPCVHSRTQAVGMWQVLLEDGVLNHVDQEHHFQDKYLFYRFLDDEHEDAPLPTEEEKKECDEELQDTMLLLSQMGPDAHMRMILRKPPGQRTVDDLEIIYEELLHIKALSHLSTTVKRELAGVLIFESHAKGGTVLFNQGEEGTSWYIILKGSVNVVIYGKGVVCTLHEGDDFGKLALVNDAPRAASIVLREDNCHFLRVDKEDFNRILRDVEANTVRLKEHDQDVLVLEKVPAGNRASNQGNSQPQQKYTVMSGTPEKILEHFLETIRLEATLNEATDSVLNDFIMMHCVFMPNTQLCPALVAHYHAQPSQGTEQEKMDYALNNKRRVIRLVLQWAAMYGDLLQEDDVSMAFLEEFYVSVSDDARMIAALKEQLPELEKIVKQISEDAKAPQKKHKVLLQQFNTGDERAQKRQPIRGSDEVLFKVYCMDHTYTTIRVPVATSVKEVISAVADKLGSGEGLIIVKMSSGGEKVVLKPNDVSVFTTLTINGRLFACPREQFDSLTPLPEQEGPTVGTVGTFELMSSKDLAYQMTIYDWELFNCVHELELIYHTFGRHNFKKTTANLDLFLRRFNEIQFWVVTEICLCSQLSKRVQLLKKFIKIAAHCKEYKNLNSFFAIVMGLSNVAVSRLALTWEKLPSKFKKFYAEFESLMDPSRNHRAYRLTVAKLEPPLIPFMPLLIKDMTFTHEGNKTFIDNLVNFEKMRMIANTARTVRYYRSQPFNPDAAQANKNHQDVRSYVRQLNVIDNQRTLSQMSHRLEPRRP
#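 In this primary screen, activation is scored as increased exchange of BODIPY-GDP from Rap1B by 100 nM EPAC2, with 50 uM GDP as competitor. Signal is normalized to the 6.5 mM cAMP agonist control.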
# Nrf2 activator = Nrf2 pathway activation | AREc32 ARE-luciferase reporter (MCF7-derived line), luminescence, 24 h | Potency, µM (top dose mostly 46.1 µM), inactives show top-dose activation, actives largely listed as activators | actives 0.31% (n = 410,000) | AID 624171; note: potency is the fitted concentration of half-maximal effect; % of control where 0% means no effect; nearly all actives have a fitted effect of over 65% in size
#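 Luciferase luminescence (Steady-Glo, 30 min at room temperature) served as the read-out of ARE activation in AREc32 cells treated with compounds for 24 hr at 37 deg C.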
# A549 viability = A549 cytotoxicity, counter-screen for Nrf2 inhibitors. A549 ARE-Fluc cells, CellTiter-Fluor viability, 18-24 h. Potency, µM (top dose mostly 46 µM), for inactives: at the top dose activity change, negative = cytotoxicity, hits mostly inhibitors. actives 0.16% (n = 390,000); note: potency is the fitted concentration of half-maximal effect; % is set by controls: 0 for no effect and ±100 for the full control effect
#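 A549 ARE-Fluc cells in 5% FBS OPTI-MEM, 5000 cells/well, rested 2 h then exposed to compounds in concentration-response for 18-24 h at 37 °C. Viability by CellTiter-Fluor fluorescence (Ex 405/Em 525) after 30 min; luciferase luminescence (BugLite, 15 min, RT) read afterwards.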
# ATXN viability = viability counter-screen for ATXN expression inhibitors; actives 0.49% (n = 400,000); S2 cells (HEK-293 line with an ATXN2-luciferase reporter) viability, CellTiter-Fluor protease fluorescence, 24 h; Potency, µM (doses to about 56.7 µM), actives largely listed as cytotoxic; AID 651635; note: potency is the fitted concentration of half-maximal effect; nearly all actives have a fitted effect of over 40% in size
# Nrf2 inh = Nrf2 pathway inhibition. AID 504444. Potency, µM (series often up to 46 µM), for the others: top-dose activity change, negative = inhibition, actives largely listed as inhibitors. A549 ARE-Fluc reporter, luciferase luminescence, 18-24 h. actives 2.1% (n = 360,000); note: potency is the fitted concentration of half-maximal effect; % is set by controls: 0 for no effect and ±100 for the full control effect; nearly all actives have a fitted effect of over 60% in size
#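 Cells were seeded and rested 2 h, then exposed to compounds for 18-24 h. CellTiter-Fluor was read first as a viability measure. BugLite was added 15 min before the final luminescent read of ARE-luciferase activity in A549 cells.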
# TGFb inhibitor = inhibitors of TGF-b signaling; HepG2 CAGA-GFP TGF-b/SMAD3 reporter, GFP fluorescence, 18 h; TGF-beta stimulated, 500 pg/mL final; Potency, µM (top dose mostly 46.1 µM), inactives show at the highest dose activity, negative = inhibition, most hits filed as inhibitors; actives 1.2% (n = 410,000); AID 588855; note: potency is the fitted concentration of half-maximal effect; % is set by controls: 0 for no effect and ±100 for the full control effect; nearly all actives have a fitted effect of over 65% in size
#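 HEPG2 CAGA-GFP, 1000 cells/well; 2 h settle, 37 C; cpd via pin tool; TGF-b 500 pg/mL final; 18 h, 37 C; GFP imaging ex488/em500-530; %Activity normalised to -TGF-b and +DMSO controls; CRC fit, curve class.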
# HepG2 tox = kills HepG2 cells in TGF-b inhibitor counter-screen. AID 588856. actives 0.76% (n = 410,000). HepG2 CAGA-GFP viability, ATP luminescence, 18 h. Potency, µM (titrated, usually from 46.1 µM), without a hit: at the highest dose activity change, negative = cytotoxicity, actives largely listed as cytotoxic; note: potency is the fitted concentration of half-maximal effect; some results filed as inactive show a strong effect at the top dose
#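 HepG2 CAGA-GFP cells (1000/well, DMEM with 1% FBS) received compound, then TGF-beta at 500 pg/mL final, and were incubated 18 hours at 37 degrees C. Viability was read by CellTiter-Glo luminescence. Media-only wells were set as complete cell-killing and DMSO as no toxicity.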
# IL-2 act = activators of IL-2 | IL-2 activation reporter assay, cell-based qHTS; stimulated with anti-CD3/CD4/CD28 beads; in transgenic mouse T cells | activation, % (series mostly up to about 46 µM) | actives 0.065% (n = 360,000); in the data active = activation above about 50%; inconclusive = mostly about 30% to 49%; note: 0% is about no effect
#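 First, unstimulated transgenic mouse T cells were exposed to compound for 60 min. Next, anti-CD3/anti-CD4-coated beads with anti-CD28 were added. Finally, after 18 h at 37 degrees C, EGFP and DsRed were imaged.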
# ATXN2 expr inh = reduces ATXN2 reporter expression in HEK-293 cells. Potency, µM (titrated, usually from 57 µM), inactives show at the top dose activity change, negative = inhibition, most hits filed as inhibitors. HEK-293 ATXN2-luciferase reporter, luminescence, 24 h. actives 0.72% (n = 360,000); note: potency is the fitted concentration of half-maximal effect; % is set by controls: 0 for no effect and ±100 for the full control effect; nearly all actives have a fitted effect of over 55% in size
#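 ATXN2-luciferase reporter cells (luciferase flanked by upstream and downstream ATXN2 gene portions) were treated 24 h at 37 °C with compounds at up to 57 uM. SteadyGlo luminescence gave expression; GF-AFC fluorescence gave viability.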
# Numbers without * were called inactive; i = inactive; ? = inconclusive; / = no result given; [ ] = another dose, or the depositor's remark. Unless noted, calls come from the whole dose curve; as a rule, active = well fitted curve in the direction sought with a large enough effect; inconclusive = small, poorly fitted or top-dose-only effect, or another doubt; inactive = no such curve, though single readings can be large; an effect the other way counts as inactive or inconclusive.
(1) CC(C)=C1C2CC2C2C(C(=O)O)C12 (stereo not drawn)
(2) COc1ccc(-n2c(=O)c3c(c4cc(OC)ccc4n3C)n(C)c2=O)cc1
(3) CCCCN1C(=O)C(=O)NC[C@@H]1CC1CCCCC1
(4) COc1ccc(NC(=S)NC2CC3CCC2C3)c(OC)c1 (stereo not drawn)
(5) Cc1nn(Cc2ccc([N+](=O)[O-])cc2)c(=O)n1-c1cccc(Cl)c1
(6) CC(CCc1ccco1)NC(=O)Cn1ncc2c(=O)oc3ccccc3c21 (stereo not drawn)
(7) O=C1CC(N(CCc2ccccc2)C(=S)Nc2ccccc2)C(=O)N1c1ccc(F)cc1 (stereo not drawn)
(8) O=C(CCN1C(=O)C2CC=CCC2C1=O)OCC(=O)c1ccc(F)cc1 (stereo not drawn)

compound no.	1	2	3	4	5	6	7	8
EPAC2 agonist	-8%	/	11%	2%	5%	3%	18%	0%
Nrf2 activator	-0.7%	-1.2%	-0.1%	3.0%	-0.8%	4.3%	17%	0.3%
A549 viability	-4%	7%	/	-1%	5%	-2%	8%	0%
ATXN viability	i	i	i	i	i	/	i	i
Nrf2 inh	14%	?	/	?	9%	18%	-7%	1%
TGFb inhibitor	-7%	-19%	/	-15%	-18%	18%	?	7%
HepG2 tox	-6%	-7%	/	-14%	0%	0%	-100%	13%
IL-2 act	0.4	/	0.1	1.7	0.1	-0.6	-0.1	-0.2
ATXN2 expr inh	4%	45%[activator]	3%	-7%	-15%	-5%	-15%	/

(9) C[C@@H]1CN([C@H](C)CO)C(=O)CCCn2cc(nn2)CO[C@H]1CN(C)S(=O)(=O)c1ccccc1F
(10) Cc1ccc(S(=O)(=O)n2nc(OC(=O)c3ccccc3F)cc2N)cc1
(11) CCCCN(C(=O)CSCC(=O)Nc1ccc(OC)cc1)c1c(N)n(CC(C)C)c(=O)[nH]c1=O
(12) COC(=O)c1nnc(-c2ccccc2)c(-c2ccccc2)n1
(13) Cc1ccc(CN2CCC(n3nccc3NC(=O)C3CCOC3)CC2)cc1 (stereo not drawn)
(14) COC(=O)N/N=C/c1ccccc1
(15) CC(C)(C)c1ccc(NC(=O)Nc2ccc3ccccc3n2)cc1
(16) CCC(=O)N1CCc2cc(Br)cc(S(=O)(=O)CCC(=O)N(C)c3cccc(C)c3)c21

compound no.	9	10	11	12	13	14	15	16
EPAC2 agonist	4%	1%	-3%	0%	-4%	-3%	-4%	/
Nrf2 activator	-1.0%	0.1%	-0.1%	0.1%	-0.8%	1.0%	0.7%	-0.2%
A549 viability	/	-4%	0%	-7%	-2%	-8%	0%	0%
ATXN viability	i	i	?	i	i	i	i	/
Nrf2 inh	/	0%	11%	8%	2%	18%	1%	-9%[9.27 µM]
TGFb inhibitor	?	-2%	2%	-9%	10%	3%	-6%	-26%
HepG2 tox	-4%	-26%	6%	1%	10%	3%	-5%	-20%
IL-2 act	2.4	-1.8	-1.4	4.2	-1.5	-0.1	-0.7	/
ATXN2 expr inh	8%	-13%	0%	6%	3%	25%	/	/

(17) CC(C)CCNC(=O)CN(CCCN1CCOCC1)C(=O)Cn1nnc(-c2ccc(F)cc2)n1
(18) Cc1c(C)n(CCc2ccccc2)c2ncnc(NCCCN(C)C)c12
(19) CCOC(=O)C1CCN(C(=O)COC(=O)c2ccc3c(c2)C(=O)N(c2ccc(OCC)cc2)C3=O)CC1
(20) O=C(Nc1ccccc1)c1cccc(S(=O)(=O)Nc2cccc(F)c2)c1
(21) CCn1cc(S(=O)(=O)CC(=O)N2CCc3ccccc32)c2ccccc21
(22) Cc1cnc(CNc2nc3cc(-c4ccccc4C)sc3c(=O)n2C)cn1
(23) COC(=O)[C@@H](NC(=O)NC1CCCc2ccccc21)C(C)C (stereo partly drawn)
(24) CC(C)(C)OC(=O)C[C@H]1C/C=C\C[C@@H](CC(=O)N(CCO)Cc2ccccc2)C(=O)NC[C@H](c2ccccc2)OC1=O

compound no.	17	18	19	20	21	22	23	24
EPAC2 agonist	-2%	6%	-12%	/	6%	-1%	7%	-17%
Nrf2 activator	-0.1%	6.6%	0.0%	-1.0%	-0.9%	6.6%	-0.8%	-0.3%
A549 viability	-3%	-3%	-6%	1%	-5%	/	-1%	-4%
ATXN viability	i	i	i	i	i	i	i	i
Nrf2 inh	7%	5%	8%	/	-1%	/	-12%	12%
TGFb inhibitor	?	0%	-1%	?	21%	-20%	?	8%
HepG2 tox	-35%	-20%	9%	-40%	-12%	10%	-20%	-1%
IL-2 act	0.1	-0.5	0.6	/	-2.1	0.6	-0.3	-0.2
ATXN2 expr inh	-12%	7%	/	-25%	1%	-13%	-4%	4%

# Only HepG2 tox and Nrf2 inh, for four of the compounds above:
No. | Structure | HepG2 tox | Nrf2 inh
17 | CC(C)CCNC(=O)CN(CCCN1CCOCC1)C(=O)Cn1nnc(-c2ccc(F)cc2)n1 | -35% | 7%
18 | Cc1c(C)n(CCc2ccccc2)c2ncnc(NCCCN(C)C)c12 | -20% | 5%
19 | CCOC(=O)C1CCN(C(=O)COC(=O)c2ccc3c(c2)C(=O)N(c2ccc(OCC)cc2)C3=O)CC1 | 9% | 8%
20 | O=C(Nc1ccccc1)c1cccc(S(=O)(=O)Nc2cccc(F)c2)c1 | -40% | /

# The list continues:
(25) Cc1cn([C@H]2C[C@H](O)[C@@H](/C=C/C(=O)NCc3ccc(N(C)C)cc3)O2)c(=O)[nH]c1=O
(26) COC(=O)c1c(NC(=O)CN2CCN(C(=O)c3ccco3)CC2)c2c(C)cccc2n1C
(27) CCOC(=O)C(=CN(CCc1ccccc1)CC(=O)OC)C(=O)OCC
(28) O=C(c1ccco1)c1cn(CCOc2ccc(F)cc2)c2ccccc12
(29) Cc1onc(-c2c(F)cccc2Cl)c1C(=O)Nc1ccc(OC(C)C)cc1
(30) C[C@]1(C(=O)O)Cc2oncc2C[C@@H]1C(=O)O
(31) Cc1ccc(NC(=O)NNC(=O)c2sccc2-n2cccc2)cc1
(32) COc1cccc(/C=N/NC(=O)c2csc(-n3nc(C)cc3C(F)(F)F)n2)c1

compound no.	25	26	27	28	29	30	31	32
EPAC2 agonist	7%	-16%	1%	/	/	20%	5%	0%
Nrf2 activator	0.0%	0.2%	0.3%	3.8%	-0.1%	0.1%	3.0%	-0.8%
A549 viability	/	-4%	-2%	-27%	4%	-1%	6%	-3%
ATXN viability	i	?	i	i	i	i	i	i
Nrf2 inh	/	/	19%	23µM*	-6%	0%	6%	-14%
TGFb inhibitor	-3%	0%	8%	-16%	6%	-7%	19%	0%
HepG2 tox	-4%	11%	2%	-15%	-2%	17%	11%	3%
IL-2 act	-0.3	1.0	-0.1	/	/	-4.0	-0.9	-1.5
ATXN2 expr inh	13%	5%	3%	-2%	3%	-4%	4%	-8%

(33) O=C1NC(=O)C2(COC(c3cccnc3)OC2)S1 (stereo not drawn)
(34) COCCCNc1ncnc2sc3c(c12)CCC(C)C3 (stereo not drawn)
(35) CC(C)C(NS(=O)(=O)c1ccc2c(c1)oc(=O)n2C)C(=O)N1CCN(c2ccccc2F)CC1 (stereo not drawn)
(36) O=C(N/N=C/c1ccncc1)C1CC1C(=O)N/N=C/c1ccncc1 (stereo not drawn)
(37) O=C(Nc1ccccc1)C1Cc2c(-c3ccc4c(c3)OCO4)ccnc2O1 (stereo not drawn)
(38) CCCc1cc(C(=O)Nc2cccc([N+](=O)[O-])c2)cs1
(39) CC(C(=O)N1CCCCC1)N(C)CC(=O)Nc1cccc(F)c1 (stereo not drawn)
(40) Cc1cccc(NC(=O)Cn2nc(-c3ccc(Cl)cc3)c3ccccc3c2=O)c1

compound no.	33	34	35	36	37	38	39	40
EPAC2 agonist	8%	5%	3%	-1%	10%	5%	6%	/
Nrf2 activator	-0.4%	3.7%	-0.4%	0.0%	0.2%	17%	-0.6%	3.3%
A549 viability	3%	0%	0%	-1%	/	-10%	-7%	-3%
ATXN viability	i	i	i	?	i	i	i	/
Nrf2 inh	-8%	-21%	-2%	-4%	/	-15%	1%	12%
TGFb inhibitor	-6%	1%	-1%	-1%	19%	?	-10%	-10%
HepG2 tox	4%	-22%	-17%	2%	-6%	-35%	-7%	-2%
IL-2 act	1.1	-0.5	-0.3	1.1	0.4	-1.9	1.1	/
ATXN2 expr inh	8%	1%	-16%	-4%	-25%	9%	-5%	/

(41) Cc1ccc2nsnc2c1NC(=O)c1ccc([N+](=O)[O-])o1
(42) O=S(=O)(Nc1cccc(-n2cnnn2)c1)c1ccc(Cl)nc1
(43) O=C(Cn1nnc2ccccc21)NC1CCCCC1
(44) COc1ccc(CNc2ccc3c(c2)ncn3C)cc1OC
(45) Cc1ccc(OCC(=O)N2CCN(S(C)(=O)=O)CC2)cc1
(46) O=C(CN1C(=O)NC2(CCCCCC2)C1=O)NCc1ccc(F)cc1
(47) O=C(COC(=O)c1cccc(Cl)c1)NCCN1C(=O)CSC1=O
(48) Cc1ccc(NC(=O)c2cc(S(=O)(=O)NCCc3ccc(Cl)cc3)ccc2F)cc1

compound no.	41	42	43	44	45	46	47	48
EPAC2 agonist	4%	4%	-12%	4%	9%	-2%	-13%	/
Nrf2 activator	?	5.9%	-0.4%	-1.1%	1.4%	-0.6%	-0.3%	-2.2%
A549 viability	-6%	-12%	-1%	-9%	-8%	4%	-1%	-22%
ATXN viability	i	i	i	i	i	i	i	?
Nrf2 inh	16%	9%	19%	9%	12%	-6%	17%	/
TGFb inhibitor	?	8%	15%	0%	1%	-4%	-7%	?
HepG2 tox	-24%	-2%	-1%	-3%	2%	-3%	3%	-79%
IL-2 act	0.6	0.9	-2.9	0.2	0.3	0.6	1.8	/
ATXN2 expr inh	-15%	10%	22%	-1%	22%	7%	6%	?
